Assay outcomes as filed in PubChem BioAssay.
MBNL1-CUG inh = qHTS Assay for Inhibitors of MBNL1-poly(CUG) RNA binding; TR-FRET MBNL1-His/biotin-(CUG)12 binding, 665/545 ratio; Potency, µM (series often up to 57.5 µM), for the others: top-dose activity change, negative = inhibition, hits mostly inhibitors; actives 0.036% (n = 280,000); active means well fitted inhibition curve with a large enough effect in the signal ratio, with a control signal flat, not every such curve was filed as active; inconclusive means small, poorly fitted or top-dose-only effect, or effect the other way, or a change in a side signal; inactive means no such curve, though single readings can be large or run the other way; the % refers to the signal ratio; further: potency means the concentration at half of the fitted maximal effect; on the % scale 0 is the no-effect control and ±100 the full control effect
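Compound titration spanned 92 nM–58 uM against the MBNL1-His/biotin-(CUG)12 complex. After 60 min at room temperature with 5 nM streptavidin-XL665 and 0.055 ng/ul terbium anti-His, ratiometric 665/545 nm emission (Ex 340 nm) normalized to controls.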
Mito fusion yeast = qHTS Assay for Small Molecule Inhibitors of Mitochondrial Division or Activators of Mitochondrial Fusion | S. cerevisiae fusion-defective mutant growth rescue, CellTiterGlo 48 h | Potency, µM (doses to about 46.1 µM), for the others: at the highest dose growth rescue (activation), hits mostly activators | actives 0.23% (n = 320,000);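 further: potency means the concentration at half of the fitted maximal effect; % of control where 0% means no effect; nearly all actives have a fitted effect of over 45% in size; temperature-sensitive fusion mutants such as fzo1-1 at 37 °C on non-fermentable ethanol glycerol medium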
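S. cerevisiae fusion-defective temperature-sensitive mutants (e.g. fzo1-1, mgm1-5) grown 48 h at 37C in YPEG (ethanol/glycerol non-fermentable) medium with 23 nl compound per well; growth rescue read as CellTiterGlo luminescence.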
Menin-MLL TR inh = qHTS Assay for Inhibitors Targeting the Menin-MLL Interaction in MLL Related Leukemias: Competition With Texas Red Labeled MLL-derived Mutant Peptide | Menin + Texas Red MLL mutant peptide, fluorescence polarization | Potency, µM (highest dose often 61.6 µM), for inactives: at the highest dose FP activity change, negative = inhibition, usual class: inhibitors | actives 0.23% (n = 270,000); active means well fitted inhibition curve with a large enough effect in the polarisation, with a control signal flat, not every such curve was filed as active; inconclusive means small, poorly fitted or top-dose-only effect, or effect the other way, or a change in a side signal; inactive means no such curve, though single readings can be large or run the other way; the % refers to the polarisation; further: potency means the concentration at half of the fitted maximal effect; % of control where 0% means no effect; many of its hits are not listed in these tables
Integrin act MD = qHTS for Activators of Integrin-Mediated Alleviation for Muscular Dystrophy. alpha7betagal myoblasts, beta-gal FDG fluorescence, 48 h. Potency, µM (doses to about 38.3 µM), without a hit: at the top dose activation, actives largely listed as activators. actives 0.064% (n = 350,000). AID 624291, 2012;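 further: potency means the concentration at half of the fitted maximal effect; 100% = response of the positive control SU9516; nearly all actives have a fitted effect of over 60% in size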
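Alpha7betagal+/- myoblasts (passage 13) were plated 16-24 hr, then exposed to compounds (1:260 dilution of DMSO stock) for 48 hours at 37C. After MPER lysis, β-galactosidase reporter activity was read as FDG fluorescence (ex 480/em 540) after 30 minutes.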
TSHR antag = Antagonists of the Thyroid Stimulating Hormone Receptor: HTS campaign; AID 504810, 2011; actives 0.2% (n = 330,000); activity change, negative = inhibition, % at 11.5 µM; Thyrotropin receptor (Homo sapiens), P16473; TSHR-expressing cells, TSH-stimulated cAMP HTRF, 2 h; active compounds read low;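 active means activity change below a set negative limit, meaning inhibition stronger than a set level, cut at about -70% in these data; inconclusive means activity change between two set negative limits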; further: on the % scale 0 is the no-effect control and ±100 the full control effect
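Read-out is FRET at 665 nm (cryptate excitation 337 nm) from a cryptate-tagged anti-cAMP antibody, competed by cell cAMP against cAMP-d2. Compounds are tested on freshly harvested TSHR cells challenged with 4nM TSH (EC80) for 2 hours at 37 deg C.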
ASM inhibitor = Inhibitors of Secretory Acid Sphingomyelinase (S-ASM): qHTS; Sphingomyelin phosphodiesterase (Homo sapiens), P17405; placental ASM, HMU-PC fluorogenic substrate, 60 min; Potency, µM (top dose mostly 57.5 µM), for inactives: at the highest dose activity change, negative = inhibition, actives largely listed as inhibitors; actives 0.006% (n = 340,000); AID 504937, 2011; further: potency means the concentration at half of the fitted maximal effect
Target sequence (P17405 47-631 limits assumed): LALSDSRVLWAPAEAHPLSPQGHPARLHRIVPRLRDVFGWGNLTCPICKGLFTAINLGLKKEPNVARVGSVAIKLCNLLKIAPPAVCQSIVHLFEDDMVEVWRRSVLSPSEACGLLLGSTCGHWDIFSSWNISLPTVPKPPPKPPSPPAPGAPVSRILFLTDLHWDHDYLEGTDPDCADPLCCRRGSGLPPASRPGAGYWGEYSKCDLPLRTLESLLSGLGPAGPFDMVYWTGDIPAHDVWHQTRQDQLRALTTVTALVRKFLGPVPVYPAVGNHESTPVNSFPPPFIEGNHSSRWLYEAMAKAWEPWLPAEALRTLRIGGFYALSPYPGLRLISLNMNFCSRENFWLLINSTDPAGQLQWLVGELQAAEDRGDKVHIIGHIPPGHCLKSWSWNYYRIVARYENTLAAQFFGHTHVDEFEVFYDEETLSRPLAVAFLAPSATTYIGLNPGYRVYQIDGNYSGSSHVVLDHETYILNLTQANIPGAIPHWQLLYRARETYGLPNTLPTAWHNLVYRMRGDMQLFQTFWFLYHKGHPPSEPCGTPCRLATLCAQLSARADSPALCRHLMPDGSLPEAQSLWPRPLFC
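Human placenta-derived ASM preincubated with compound 10 min at room temperature, then reacted with 9 uM (final) fluorogenic HMU-PC substrate for 60 min at 37 C. Stop solution raises pH to 10; fluorescence read at Ex 386/Em 447 nm.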
A-T KAP1 phos = qHTS Assay for Identifying a Potential Treatment of Ataxia-Telangiectasia; actives 0.19% (n = 320,000); […] A-T fibroblasts, KAP-1 phosphorylation AlphaLISA; neocarzinostatin DNA damage 30 min before lysis; Potency, µM (highest dose often 57.5 µM), for the others: at the highest dose activation, usual class: activators; further: potency means the concentration at half of the fitted maximal effect; % of control where 0% means no effect; nearly all actives have a fitted effect of over 45% in size
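ATM-like activity read as KAP-1 phosphorylation via AlphaLISA donor/acceptor antibody pairs after lysis and 6 hr at 25C. Cells were ATM-null patient fibroblasts ([…], hTERT), dosed 60 min, then exposed to the DSB inducer NCS for 30 min.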
MLL CXXC-DNA inh = qHTS Fluorescence Polarization Assay for Inhibitors of MLL CXXC domain - DNA interaction; Histone-lysine N-methyltransferase 2A (Homo sapiens), Q03164; MLL-CXXC / FITC-HOXA9 DNA fluorescence polarization; Potency, µM (doses to about 115 µM), for the others: at the top dose activity change, negative = inhibition, actives largely listed as inhibitors; actives 0.037% (n = 290,000); AID 2662, 2010; active means well fitted inhibition curve with a large enough effect in the polarisation, with a control signal flat, not every such curve was filed as active; inconclusive means small, poorly fitted or top-dose-only effect, or effect the other way, or a change in a side signal; inactive means no such curve, though single readings can be large or run the other way; the % refers to the polarisation; further: potency means the concentration at half of the fitted maximal effect
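Steps: dispense CXXC domain solution (7 uM) → pin compounds or unlabeled HOX-A9 DNA control → 5 min ambient → add FLSN-HOX-A9 solution (50 nM) → spin → 30 min ambient → fluorescence polarization. Tris pH 7.5/NaCl/DTT/BSA buffer.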
TSG101-PTAP inh = qHTS Assay for Iinhibitors of HIV-1 Budding by Blocking the Interaction of PTAP/TSG101; Fluorescence polarization, FITC-PTAP peptide / Tsg101 binding; Potency, µM (highest dose often 115 µM), for the others: top-dose activity change, negative = inhibition, usual class: inhibitors; 340,000 tested, under 10 active; active means well fitted inhibition curve with a large enough effect in the main read-out, with a control signal flat, not every such curve was filed as active; inconclusive means small, poorly fitted or top-dose-only effect, or effect the other way, or a change in a side signal; inactive means no such curve, though single readings can be large or run the other way; further: potency means the concentration at half of the fitted maximal effect; % of control where 0% means no effect
Target sequence (Q99816 whole entry, looked up): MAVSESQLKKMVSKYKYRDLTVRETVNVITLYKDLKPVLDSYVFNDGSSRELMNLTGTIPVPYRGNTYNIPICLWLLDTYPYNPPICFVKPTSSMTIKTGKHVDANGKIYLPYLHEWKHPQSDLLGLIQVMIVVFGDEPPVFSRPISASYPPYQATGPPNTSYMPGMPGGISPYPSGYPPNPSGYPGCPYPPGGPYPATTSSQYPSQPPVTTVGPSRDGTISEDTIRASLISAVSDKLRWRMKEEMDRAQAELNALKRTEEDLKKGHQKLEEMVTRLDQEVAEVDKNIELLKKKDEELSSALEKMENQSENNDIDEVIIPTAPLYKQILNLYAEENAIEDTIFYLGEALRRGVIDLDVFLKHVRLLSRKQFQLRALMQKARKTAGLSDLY
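FP read-out: FITC-PTAP peptide, 50 nM final, binding Tsg101 binding domain, 10 uM final; 20 min, r.t.; 10 mM HEPES pH 7.5, 0.15 M NaCl, 0.01% Tween 20, 3 mM EDTA, 0.1 mM TCEP.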
TCR activator = Activators of T cell receptors: qHTS campaign; Potency, µM (titrated, usually from 9.22 µM), for the others: at the highest dose activation of IL-2 secretion, usual class: activators; 330,000 tested, under 10 active; AID 504894, 2011; primary human leukocytes, anti-CD3, IL-2 HTRF, 48 h; further: % of control where 0% means no effect
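Compounds are tested in HTS on primary human leukocytes co-incubated with a-CD3 beads for 48 hr. IL-2 output is measured by time-resolved FRET.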
Starred values were filed as active, the others as inactive; ? = inconclusive; . = no result given; [ ] = another dose, or the depositor's remark. Unless noted, the call rests on the fitted dose curve; in most records, active means well fitted curve in the direction sought with a large enough effect; inconclusive means small, poorly fitted or top-dose-only effect, or another doubt; inactive means no such curve, though single readings can be large; an effect the other way counts as inactive or inconclusive. These rows are one share of the data; count on the stated rates, not on these rows.

compound	TCR activator	Integrin act MD	MLL CXXC-DNA inh	ASM inhibitor	Menin-MLL TR inh	Mito fusion yeast	MBNL1-CUG inh	TSG101-PTAP inh	TSHR antag	A-T KAP1 phos
C#CCOc1ccc(/C=C2/C(=O)NN(c3ccccc3)C2=O)cc1OC	.	0%	3%	-4%	14%	-12%	-3%	1%	7	-10%
CC(C)Oc1cccc(C(=O)C2CCCN(C(=O)c3ccc4c(c3)OCO4)C2)c1 (stereo not drawn)	2%	25%	4%	2%	-16%	11%	-2%	-6%	-3	5%
Cc1nc(C(=O)NCCO)cc2c1[nH]c1ccccc12	0%	1%	-2%	-10%	-16%	4%	-2%	0%	9	-7%
Cc1ccc(C(=O)COC(=O)CCNS(=O)(=O)c2ccccc2F)cc1	.	-2%	.	3%	.	.	.	-1%	19	2%
COC(=O)c1c(C)oc(C)c1S(=O)(=O)NCc1cccs1	-3%	-7%	6%	-1%	.	1%	.	-7%	1	-4%
CSc1nnc(C2CCN(CC(=O)Nc3ccccc3N3CCOCC3)CC2)n1C(C)C	-8%	-32%	9%	7%	28%	-6%	5%	0%	-14	5%
S=C(Nc1ccccc1)N1CCN(c2ccc(N3CCOCC3)nn2)CC1	3%	6%	-5%	153%[activator]	-5%	6%	14%	-4%	-3	0%
CC(C)Cn1nc(-c2ccccc2)c2ccccc2c1=O	-5%	0%	-13%	5%	-16%	2%	-2%	-4%	0	-1%
O=C(N/N=C/c1cccs1)c1ccc(NC(=O)c2ccccc2Cl)cc1	6%[46.1 µM]	16%	5%	6%	?	5%	26%	-4%	-4	-4%
CCOC(=O)c1c(/N=C/c2cccc([N+](=O)[O-])c2O)sc(C)c1C	5%[46.1 µM]	0%	10%	-7%	-16%	5%	?	-7%	3	-9%
O=C1CCCN1CCCNS(=O)(=O)c1ccc(Cl)c(C(=O)N2CCOCC2)c1	-3%	12%	0%	2%	.	-2%	0%	3%	-4	1%
CCCC(C(=O)NC1CCCC1)N(Cc1ccc2c(c1)OCO2)C(=O)c1snc(C(N)=O)c1N (stereo not drawn)	-3%	-5%	-20%	100%[activator]	-8%	4%	7%	-8%	4	19%
CC1CCN(c2ccc(-c3cccc(NC(=O)c4ccco4)c3)nn2)CC1	2%	-26%	.	-5%	.	16%	.	7%	-11	2%
Cc1ccc(N2C(=O)[C@@H]3C(C(=O)CN4C(=O)c5ccccc5C4=O)=NN[C@@H]3C2=O)c(C)c1	-1%	37%	6%	-4%	.	-8%	14%	1%	6	0%
CC(=O)Oc1ccc(C(=O)Cc2ccccn2)c(O)c1	3%[46.1 µM]	?	13%	7%	6%	-2%	2%	-2%	2	6%
Cc1cc(=O)oc2cc(O)c(N=Nc3ccccc3)cc12	0%	-28%	-7%	13%	.	2%	9%	-9%	7	-2%
Cc1ccccc1CS(=O)(=O)c1ccc(C(=O)N2CCC(C)CC2)cc1[N+](=O)[O-]	1%	-23%	-18%	2%	-2%	2%	-5%	-1%	1	-4%
Cc1nn(-c2ccccc2)nc1CNS(C)(=O)=O	-7%	6%	-3%	1%	.	-2%	.	0%	-6	-6%
O=C1CC(=O)CC(c2ccccc2Cl)C1	14%[46.1 µM]	-1%	1%	-3%	14%	0%	-4%	-6%	-6	0%
Cn1cc(Cl)c(C(=O)Nc2nc3ccc([N+](=O)[O-])cc3s2)n1	1%	16%	16%	0%	14%	3%	6%	0%	1	1%
COc1ccc(NC(=O)CN(C)C2CCCCC2)c([N+](=O)[O-])c1	1%[46.1 µM]	6%	-4%	-9%	-10%	3%	-1%	-3%	8	1%
O=C(CSc1ccc(F)cc1)N1CCOCC1	5%	3%	15%	0%	18%	-1%	1%	1%	2	7%
O=C(NCCc1ccccc1)C(=O)NCC1OCCN1S(=O)(=O)c1ccc([N+](=O)[O-])cc1 (stereo not drawn)	-1%	0%	9%	0%	12%	0%	?	-1%	9	-2%
CCn1c(SCC(=O)NC2CCCCC2)nnc1-c1cccnc1	-1%	18%	5%	-2%	-5%	-2%	1%	.	1	1%
CCOc1ccc(S(=O)(=O)Nc2nc3ccccc3nc2-n2ccc(=NC(=O)c3cccs3)cc2)cc1	-19%[46.1 µM]	?	?	48%[activator]	-14%	-4%	.	?	3	-7%

The list goes on:
compound	TCR activator	Integrin act MD	MLL CXXC-DNA inh	ASM inhibitor	Menin-MLL TR inh	Mito fusion yeast	MBNL1-CUG inh	TSG101-PTAP inh	TSHR antag	A-T KAP1 phos
CN(C)CCCN(C(=O)CCc1ccccc1)c1nc2ccc(Br)cc2s1	-1%	-74%[inhibitor]	15%	-12%	-14%	-26%	-4%	-2%	16	5%
O=C(CN1CCN(c2ccccc2)CC1)N1CCc2[nH]c3ccccc3c2C1	-7%	-34%	-5%	-3%	-15%	2%	-9%	1%	0	0%
COc1cc(OC)cc(C(=O)NNC(=O)c2cc(=O)[nH]c3ccccc23)c1	-1%	6%	.	6%	.	-9%	.	-3%	3	0%
CCc1ccc(C2c3[nH]c4ccccc4c3CCN2C(=O)c2cc(C)nn2C)cc1 (stereo not drawn)	8%	10%	5%	?	?	17%	-5%	-3%	2	6%[11.5 µM]
CN(C)c1ccc(S(=O)(=O)N(C)C)cc1[N+](=O)[O-]	-1%	9%	0%	5%	12%	-1%	14%	-2%	15	-10%
COc1ccc(NC(=O)CCN2CCCCCC2)cc1	0%[46.1 µM]	16%	6%	8%	-5%	1%	7%	-2%	13	15%
COc1ccc([N+](=O)[O-])cc1NC(=O)c1ccc(N(Cc2ccccc2Cl)S(C)(=O)=O)cc1	-2%[46.1 µM]	-7%	-6%	-3%	-11%	-2%	32%[activator]	-3%	-19	7%
CCOC(=O)Cc1cnc(NC(=O)Cn2nnc(-c3ccc(OCC)cc3)n2)s1	-34%	-7%	-16%	-8%	9%	-4%	-6%	-1%	-9	1%
CCNc1nc(NC(C)C)nc(SCCOC(=O)c2ccccc2)n1	-4%	-8%	9%	-1%	2%	19%	-14%	0%	2	9%
CC(=O)Nc1ccc(S(=O)(=O)N2CCc3ccccc3C2CC(=O)O)cc1 (stereo not drawn)	1%	27%	-8%	-2%	.	-19%	-7%	-1%	1	8%
Cc1ccc(CC(=O)NC2CCCc3ccccc32)cc1C (stereo not drawn)	-33%	-4%	-7%	3%	-4%	0%	1%	1%	-18	1%
CCN1CCCC1CNC(=O)c1ccccc1Cl (stereo not drawn)	5%[46.1 µM]	11%	-11%	1%	9%	-3%	-3%	0%	12	-1%
COc1ccc(NC(=O)C2CCN(c3nc(-c4ccc(OC)cc4)no3)CC2)cc1	2%	-8%	.	-3%	11%	-8%	-7%	-2%	2	12%
COc1cccc2cc(C(=O)NCCN3CCOCC3)oc12	-2%	-12%	4%	4%	.	1%	126%[activator]	-2%	13	6%
